From PubChem
KCNK9 block = KCNK9 potassium channel inhibitors, primary screen, HEK293 cells, thallium flux. 310,000 tested, 1.2% active. FluxOR thallium flux fluorescence; hits give low values. B-score at 10 µM;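 active = ratio B-score over 3 SD below the library mean, with starting fluorescence within 5 SD of its mean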;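 also: negative B-score means less thallium flux so channel inhibition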
Target sequence (Q9NPC2 whole entry, looked up): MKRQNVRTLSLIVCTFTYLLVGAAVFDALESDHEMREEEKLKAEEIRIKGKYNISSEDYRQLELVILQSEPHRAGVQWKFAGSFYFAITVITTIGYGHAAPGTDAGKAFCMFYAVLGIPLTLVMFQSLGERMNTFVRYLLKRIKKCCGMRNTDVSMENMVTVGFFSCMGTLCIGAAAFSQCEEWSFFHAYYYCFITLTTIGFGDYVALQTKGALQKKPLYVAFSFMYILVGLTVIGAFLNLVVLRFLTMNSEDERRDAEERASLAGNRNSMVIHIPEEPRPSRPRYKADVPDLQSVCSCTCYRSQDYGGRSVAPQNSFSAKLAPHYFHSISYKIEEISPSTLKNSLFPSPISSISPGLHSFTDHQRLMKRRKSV
KCNQ1 act = potentiators or activators of KCNQ1 channel, primary screen, cell-based, thallium flux, high-throughput. Potassium voltage-gated channel subfamily KQT member 1 (Homo sapiens), P51787. CHO-K1 KCNQ1, thallium flux FluxOR fluorescence; hits give high values. B-score at 10 µM. 310,000 tested, 0.35% active. AID 2648, 2010;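 active = fluorescence ratio B-score, a plate-corrected score, at least three library SD, with initial intensity B-score within 5 SD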
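Material: CHO-K1 cells stably expressing KCNQ1. Medium: assay buffer for compound exposure, DMSO matched across wells. Reagent: K+/Tl+ depolarizing stimulus. Compound dosing: single-concentration screen. Times: 37 °C overnight plating, 90-min dark dye load, 20-min compound pretreatment. Technique: FluxOR Tl+ flux fluorescence.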
KCNQ1 inh = inhibitors of human KCNQ1 channel, primary screen, cell-based, thallium flux, high-throughput. CHO-K1 KCNQ1, FluxOR thallium flux fluorescence; hits give high values. B-score at 10 µM. 310,000 tested, 1.3% active. AID 2642, 2010;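 active = compounds whose thallium flux B-score, printed positive for inhibition, exceeds three library SD while starting fluorescence stays within three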;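 also: channel opened by potassium depolarization with thallium stimulus after 20 min compound exposure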
hERG rescue = hERG rescue from dofetilide block, primary screen, cell-based, CHO-hERG, FluxOR thallium flux, dofetilide IC70. Voltage-gated inwardly rectifying potassium channel KCNH2 (Homo sapiens), Q12809. dofetilide IC70 present. activation (rescue from dofetilide block), less the hit threshold, % at 10 µM. 310,000 tested, 0.51% active. AID 1511, 2009;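 active = activation above the mean of controls blocked by dofetilide plus 5 SD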;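 also: thallium influx through hERG after potassium depolarization seen as dye fluorescence rise; in these data hits start at about 4.7%; inactives centre near -7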
KCNK3 inh = human KCNK3 channel inhibitors, primary screen, CHO cells, FluxOR thallium flux, B-score; FluxOR fluorescence; hits give low values; B-score at 10 µM; 340,000 tested, 0.84% active; AID 602410, 2012;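 active = B-score under library mean minus 4 SD, starting fluorescence ratio at most library mean plus 5 SD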;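 also: more negative B-score means stronger inhibition of thallium flux through KCNK3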
Target sequence (O14649 whole entry, looked up): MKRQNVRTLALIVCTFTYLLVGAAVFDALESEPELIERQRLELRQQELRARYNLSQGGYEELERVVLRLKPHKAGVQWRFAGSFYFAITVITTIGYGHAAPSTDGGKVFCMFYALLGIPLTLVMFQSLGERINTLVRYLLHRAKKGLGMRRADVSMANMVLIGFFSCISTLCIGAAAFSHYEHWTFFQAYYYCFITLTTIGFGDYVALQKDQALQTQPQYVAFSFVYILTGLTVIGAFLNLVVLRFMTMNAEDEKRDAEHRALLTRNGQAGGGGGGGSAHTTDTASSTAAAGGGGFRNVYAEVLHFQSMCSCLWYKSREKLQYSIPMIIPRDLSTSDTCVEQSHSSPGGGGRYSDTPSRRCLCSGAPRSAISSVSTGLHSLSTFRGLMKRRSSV
MrgX1 allo act = positive allosteric modulators of MrgX1, primary screen, HEK293 cells, Fluo-4 calcium flux | Mas-related G-protein coupled receptor member X1 (Homo sapiens), Q96LB2 | FDSS; hits give high values | B-score at 10 µM | 310,000 tested, 0.63% active;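 active = plate-corrected calcium response at least 3 library SD above typical, normal starting fluorescence, not activating the receptor alone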;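 also: compound read alongside a low EC10 to EC30 dose of BAM8-22 agonist; peak minus trough fluorescence over baseline measured at the second addition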
RGS4 pot = RGS4 potentiators or activators, primary screen, cell-based, HEK293 M3R inducible RGS4, calcium flux | AID 463111, 2010 | carbachol calcium flux Fluo4; hits give low values | B-score at 10 µM | 310,000 tested, 0.92% active;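 active = B-score of the integrated calcium signal more than 4 SD below the library mean, with starting fluorescence not abnormally high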;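 also: negative B-score means reduced calcium response which marks RGS4 activation or potentiation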
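System – HEK293 FlpIn-TREx cells, stable M3R, doxycycline-inducible RGS4 · Reagent – ECmax carbachol challenge · Times – compound preincubation 20 min at room temperature before agonist · Technique – Fluo4 fluorescence kinetic imaging of calcium · Measure – B score of integrated Fluo4 ratio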
TMEM16A inh = TMEM16A chloride channel inhibitors, primary screen, cell-based, HTS | HEK293 TMEM16A/YFP iodide influx fluorescence, ionomycin | normalized B-score (activity score, 25-100; higher = stronger inhibition) at 10 µM | Anoctamin-1 (Mus musculus), Q8BHY3 | 310,000 tested, 1.2% active;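 active = ratio plate-corrected score three or more library SD toward inhibition, starting fluorescence score within five deviations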;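 also: score derived from kinetic fluorescence span divided by baseline fluorescence per well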
RGS4 block = RGS4 inhibitors, primary screen, cell-based, HEK293 M3R inducible RGS4, calcium flux; B-score at 10 µM; Fluo-4 calcium flux; hits give high values; triggered by carbachol at its EC20; AID 463165, 2010; 310,000 tested, 0.45% active;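 active = B-score, a plate-corrected calcium signal, over three deviations above library mean, with baseline fluorescence within five deviations of library mean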;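 also: RGS4 expression induced by doxycycline in cells with stable M3 receptor; B-score is computed from the integrated fluorescence ratio over baseline after carbachol; higher B-score means a larger calcium signal and so more RGS4 inhibition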
Target sequence (P49798 whole entry, looked up): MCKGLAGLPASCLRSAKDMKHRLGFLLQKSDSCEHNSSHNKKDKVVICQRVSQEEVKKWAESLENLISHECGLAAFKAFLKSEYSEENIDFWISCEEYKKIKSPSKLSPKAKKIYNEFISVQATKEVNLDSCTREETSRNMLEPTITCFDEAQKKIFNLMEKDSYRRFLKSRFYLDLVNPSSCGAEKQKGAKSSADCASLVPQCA
TMEM16A act = TMEM16A chloride channel activators or potentiators, primary screen, cell-based, HTS | Anoctamin-1 (Mus musculus), Q8BHY3 | HEK293 TMEM16A/YFP-H148Q/I152L, iodide quench fluorescence; hits give low values | B-score at 10 µM | 340,000 tested, 0.3% active;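 active = fluorescence-ratio B-score plate-corrected deviation score at least 3 library SD below zero, with starting fluorescence score within 5 deviations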;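 also: channel opened by trigger with iodide after compound preincubation; score built on the fluorescence ratio of max minus min over baseline; more negative score means more quench and so TMEM16A activation or potentiation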
MrgX1 agonist = agonists of human MrgX1 receptor, primary screen, HEK293 cells, Fluo-4 calcium flux; Mas-related G-protein coupled receptor member X1 (Homo sapiens), Q96LB2; Fluo-4 calcium fluorescence, agonist mode; hits give high values; B-score at 10 µM; 310,000 tested, 0.44% active;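 active = calcium response B-score plate-corrected fluorescence ratio at least 3 library SD, with starting fluorescence B-score inside 5 SD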
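System – MrgX1-expressing HEK293 cells · Incubation – cells plated overnight, dye loaded 0.5 h 37 °C, 0.5 h room temperature · Technique – kinetic Fluo-4 NW fluorescence of intracellular calcium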
* hit, by the source's call; i = inactive; . = no result given.

SMILES	KCNK9 block	KCNQ1 act	KCNQ1 inh	hERG rescue	KCNK3 inh	MrgX1 allo act	RGS4 pot	TMEM16A inh	RGS4 block	TMEM16A act	MrgX1 agonist
COc1cccc(-c2nc(CS(=O)(=O)CC(=O)Nc3c(C)cccc3C)c(C)o2)c1	i	i	i	-8.3	i	i	i	i	i	i	i
Cc1noc(C)c1COc1ccc2ccc(=O)oc2c1	i	i	i	-5.9	i	i	i	i	i	i	i
O=c1c2cnn(-c3ccccc3)c2nc(-c2cccs2)n1-c1cccc(Cl)c1	i	i	i	-11.6	i	i	i	i	i	i	i
N#Cc1nc(-c2ccccc2Cl)oc1NCC1CCCO1 (stereo not drawn)	i	i	i	-11.8	i	i	i	i	i	i	i
C#CC1(NC(=O)NS(=O)(=O)c2ccc(C)cc2)CCCCC1	i	i	i	-2.7	i	i	i	i	i	i	i
CC(=NCCN1CCN(C(=S)Nc2ccccc2)CC1)C1=C(O)CC(C)(C)CC1=O	i	i	i	-6.2	i	i	i	i	i	i	i
NS(=O)(=O)c1ccc(CCNC(=O)c2cncc(Br)c2)cc1	i	i	i	-4.4	i	i	i	i	i	i	i
CCCNC(=O)C1(CC2CC(c3ccccc3)=NO2)CCN(C(=O)CCCCCBr)CC1 (stereo not drawn)	i	i	i	-5.2	i	i	i	i	i	i	i
COc1cc(C)c2c(c1C=O)Oc1c(c(C)c(O)c3c1C(O)OC3=O)OC2=O (stereo not drawn)	i	i	i	-7.8	i	i	i	i	i	i	i
O=C(N/N=C/c1ccc(O)c([N+](=O)[O-])c1)C1CC1(c1ccccc1)c1ccccc1 (stereo not drawn)	i	i	i	-14.2	i	i	i	i	i	i	i
CSc1ccc(/C=C(/NC(=O)c2ccccc2)C(=O)NCCN2CCOCC2)cc1	i	i	i	-0.6	i	i	i	i	i	i	i
Cc1csc(NC(=O)CSCC(=O)O)c1-c1nc2ccccc2s1	i	i	i	-9.7	i	i	i	i	10.7*	i	i
O=S(=O)(/N=C(\c1ccccc1)N1CCOCC1)c1cccs1	i	i	i	-5.7	i	i	i	i	i	i	i
Fc1ccc(NC(=S)NC2CC3CCC(C2)N3Cc2ccco2)cc1 (stereo not drawn)	i	i	i	-7.3	i	i	i	i	i	i	i
CC(C)N1CCc2[nH]c(=S)[nH]c(=O)c2C1	i	i	i	-17.1	i	i	i	i	i	i	i
Clc1ccc2nc(-c3ccc(Cl)nc3)[nH]c2c1	i	i	i	-10.7	i	i	i	i	i	i	i
COC(=O)c1ccccc1NC(=O)NC1CCN(Cc2ccccc2)CC1	i	i	i	-8.1	i	i	i	i	i	i	i
CCC1CCCCN1Cc1ccc(OC)c(C)c1C (stereo not drawn)	i	i	i	5.3*	i	i	i	i	i	i	i
Cc1[nH][nH]c(=O)c1C=NCc1cccnc1	i	i	i	-10.9	i	i	i	i	i	i	i
CC(C)(C)C(=O)/C(=C\c1ccc([N+](=O)[O-])cc1)n1cncn1	i	i	i	-5.7	.	i	i	i	14.3*	.	34.5*
Oc1ccc(/C=C/c2nc(-c3ccccc3O)n(-c3ccccc3)n2)cc1	i	i	i	-19.2	i	i	i	i	i	i	i
Cc1ccccc1OC1C(=O)N(CC2CCCO2)C1c1ccc2c(c1)OCO2 (stereo not drawn)	i	i	i	-22.7	i	i	i	i	i	i	i
CCCCc1ccc(NC(=O)COc2ccc(C(=O)Nc3ccccc3OCC)cc2)cc1	i	i	i	-1.6	i	i	i	i	i	i	i
COc1ccc(S(=O)(=O)N2CCOC2CNC(=O)C(=O)NCCCN2CCOCC2)cc1OC (stereo not drawn)	i	i	i	-8.4	i	i	i	i	i	i	i
Cc1c(NC(=O)CSc2nc3ccc(Cl)cc3[nH]2)c(=O)n(-c2ccccc2)n1C	.	.	.	.	i	i	.	i	.	i	i
COCC(=O)N(Cc1cc2cccc(C)c2[nH]c1=O)c1ccccc1	i	i	i	-9.1	i	i	i	i	i	i	i
COc1ccc(N(CC(O)CN2C(=O)NC(C)(C)C2=O)S(=O)(=O)c2ccccc2)cc1 (stereo not drawn)	i	i	i	-0.3	i	i	i	i	i	i	i
CCOc1ccc(N2C(=O)CC(N3CCN(c4ccc(F)cc4)CC3)C2=O)cc1 (stereo not drawn)	i	i	i	-5.8	i	i	i	i	i	i	i
Cc1ccc(NC(=O)N/C=C/c2ccccc2)cc1	i	i	i	-1.7	i	i	i	i	i	i	i
O=[N+]([O-])c1ccc(S(=O)(=O)NCC(c2cccnc2)N2CCc3ccccc3C2)cc1 (stereo not drawn)	i	i	i	-14.2	i	i	i	i	i	i	i
CCOC(=O)N1CCN(S(=O)(=O)N2CCCC(C(=O)NCc3ccc(OC)cc3OC)C2)CC1 (stereo not drawn)	i	i	i	-10.0	i	i	i	i	i	i	i
CCOC(=O)C1CCN(C(=O)c2cc(S(=O)(=O)N3CCCCCC3)ccc2OC)CC1	i	i	i	-1.2	i	i	i	i	i	i	i
COc1ccc(CNC(=O)CC(C)S(=O)(=O)c2ccc3c(c2)NC(=O)CO3)cc1 (stereo not drawn)	i	i	i	-11.5	i	i	i	i	i	i	i
Cc1ccc(C(=O)Oc2csc(=S)n2C(=O)c2ccc(C)cc2)cc1	i	i	i	-4.6	i	i	i	i	i	i	i
CCOC(=O)c1c(OCCO)nn(-c2ccc(Cl)cc2)c1N	i	i	i	1.2	i	i	i	i	i	i	i
O=C(Cc1ccc(S(=O)(=O)N2CCOCC2)s1)Oc1ccc(F)cc1	i	i	i	-6.5	i	i	i	i	i	i	i
CC(C)c1ccc(NC(=O)C(c2ccccc2)N2CCC3(CC2)OCCO3)cc1 (stereo not drawn)	i	i	i	-17.1	i	i	i	i	i	i	i
COc1ccc(-c2nc3ccc([N+](=O)[O-])cc3o2)cc1	i	i	i	-2.2	i	i	i	i	i	i	i
OCCC#Cc1c(-c2ccsc2)sc2ccccc12	i	i	i	-6.3	i	i	i	i	i	i	i
CCOc1ccc(CCNC(=O)COC(=O)c2cccs2)cc1OCC	i	i	i	-15.2	i	i	i	i	i	i	i
COc1ccc(NC(=O)c2ccccc2NC(=O)CSc2ccc(Cl)cc2)cc1	i	i	i	-4.7	i	i	i	i	i	i	i
CCCCC(=O)Nc1ncc(S(=O)(=O)c2ccc([N+](=O)[O-])cc2)s1	i	i	i	-9.9	i	i	i	i	i	i	i
CN(C)c1ccc(/C=C/c2c([N+](=O)[O-])c(=O)n(C)c(=O)n2C)cc1	i	i	i	-10.0	i	.	i	.	i	i	.
COc1ccc(NC(=O)c2ccccc2NC(=O)COc2ccccc2)cc1	i	i	i	-14.7	i	i	i	i	i	i	i
O=C(NCCc1ccc(F)cc1)c1ccc2c(=O)n3c(nc2c1)CCC3	i	i	i	-15.6	i	i	i	i	i	i	31.5*
N#CCCOC1(C#CCN2CCCC2)CCCCC1	i	i	i	2.2	i	i	i	i	i	i	i
Cc1ccc2c(COC(=O)c3ccc(C)c(C)c3)cc(=O)oc2c1	i	i	i	-7.1	i	i	i	i	i	i	i
O=C(Nc1ccccc1Cl)C1CCCN(c2ncnc3c2nc2n3CCCCC2)C1 (stereo not drawn)	i	i	i	-19.5	i	i	i	i	i	i	i
COc1ccc(N2C(=O)CC(Nc3ccc(C(=O)O)cc3)C2=O)cc1OC (stereo not drawn)	i	i	i	-20.7	i	i	i	i	i	i	i
COc1ccc(OCC(=O)N/N=C/C=C/c2ccccc2)cc1	i	i	i	-4.6	i	i	i	i	i	i	i
COc1ccccc1C(=O)NCC(=O)OCc1ccc(Br)cc1	i	i	i	-9.6	i	i	i	i	i	i	i
COc1ccc(S(=O)(=O)NCCc2ccco2)cc1OC	i	i	i	-7.9	i	i	i	i	i	i	i
Cc1cccc(N(Cc2nnc3n2CCCCC3)C(=O)Nc2ccccc2)c1	i	i	i	-10.9	i	i	i	i	i	i	i
O=C(NCC(c1cccs1)N1CCOCC1)c1ccco1 (stereo not drawn)	i	i	i	-6.2	i	i	i	i	i	i	i
CN(C)c1ccc(CNC(=O)c2cc(S(=O)(=O)N3CCOCC3)cn2C)cc1	i	i	i	-5.5	i	i	i	i	i	i	i
COc1ccc(NC(=O)Nc2ccncc2)c(OC)c1	i	i	i	-6.8	i	i	i	i	i	i	i
CNC(=O)NC(=O)COC(=O)c1cccc(S(=O)(=O)N2CC3(C)CC2CC(C)(C)C3)c1 (stereo not drawn)	i	i	i	-14.1	i	i	i	i	i	i	i
O=C(C1CCC1)N1CCN(c2ccnc3cc(Cl)ccc23)CC1	i	i	i	-9.0	i	i	i	i	i	i	i
O=C(COC(=O)C1CC1)Nc1ccc(OC(F)F)cc1	i	i	i	-8.3	i	i	i	i	i	i	i
O=C(Cn1nnc2ccccc2c1=O)NC1CCCc2ccccc21 (stereo not drawn)	i	i	i	-5.9	i	i	i	i	i	i	i
C=CCN(c1ccccc1)S(=O)(=O)c1cccc(C(=O)O)c1	i	i	i	-6.9	i	i	i	i	i	i	i
CN(c1ccc(C(=O)NCc2ccncc2)cc1)S(C)(=O)=O	i	i	i	0.4	i	i	i	i	i	i	i
